High-throughput results deposited in PubChem BioAssay by The Scripps Research Institute Molecular Screening Center.
TAAR1 antagonist – human TAAR1 antagonists, primary screen, Fluo-8 calcium fluorescence, CHO RD-HGA16 cells | Trace amine-associated receptor 1 (Homo sapiens), Q96RJ0 | antagonist | inhibition, % at 3 µM | hit rate 1.5% among 360,000;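 active = inhibition above a per-plate cutoff, the mean inhibition of test compounds on that plate plus 3 SD, cut at about 49% in these data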;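 also: 0% = DMSO plus EC80 beta-PEA response and 100% = DMSO alone without agonist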
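Test system – hTAAR1-expressing CHO RD-HGA16 cells, Gα16-coupled · Also added – β-PEA at EC80 concentration, post-compound challenge · Compound – 3 µM, single point · Incubation – dye loading 75 min at 37 °C, then 30 min room temperature · Measured by – Fluo-8 intracellular calcium dye fluorescence, real-time kinetic reads · Benchmarks – vehicle and agonist controls · Replicates – singlicate, one well per test compound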
V1R ag counter – agonists of human V1a receptor, primary screen, counter-screen for OXTR agonist project, fluorescence, CHO-V1R cells | Fluo-8 calcium fluorescence, agonist mode; 0% DMSO, 100% 3 nM vasopressin | activation, % at 3 µM | hit rate 0.25% among 320,000 | AID 2797, 2010;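 active = activation above the mean activation of all tested compounds plus 3 SD, per screening run, cut at about 20% in these data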;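 also: signal is peak over basal fluorescence ratio across a 100 second FLIPR read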
Target sequence (P37288 whole entry, looked up): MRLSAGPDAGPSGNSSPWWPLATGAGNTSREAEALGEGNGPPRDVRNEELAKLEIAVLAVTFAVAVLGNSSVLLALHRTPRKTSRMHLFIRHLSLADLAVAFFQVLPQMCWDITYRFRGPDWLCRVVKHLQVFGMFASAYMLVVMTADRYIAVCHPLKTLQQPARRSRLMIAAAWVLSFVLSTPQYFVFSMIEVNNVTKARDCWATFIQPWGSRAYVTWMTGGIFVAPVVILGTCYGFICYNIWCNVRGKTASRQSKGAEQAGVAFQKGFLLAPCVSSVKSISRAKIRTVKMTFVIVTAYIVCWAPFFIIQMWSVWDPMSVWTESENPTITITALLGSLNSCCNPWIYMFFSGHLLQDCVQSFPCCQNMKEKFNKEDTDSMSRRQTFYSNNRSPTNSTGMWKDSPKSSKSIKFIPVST
TAAR1 agonist – human TAAR1 agonists, primary screen, Fluo-8 calcium fluorescence, CHO RD-HGA16 cells; vehicle wells 0%, saturating PEA agonist 100%; activation, % at 3 µM; hit rate 0.99% among 360,000; AID 624467, 2012;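 active = activation above the mean activation of all test compounds in the run plus 3 SD, cut at about 38% in these data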
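Repeats: no replicates (n 1) | Material: CHO-derived RD-HGA16 cells with stable Gα16 and human TAAR1 | Technique: Kinetic Fluo-8 calcium fluorescence | Schedule: 17-24 h seeding, 75 min 37 °C dye, 30 min RT | Evaluation: % activation from peak over basal fluorescence ratio, DMSO-to-PEA scaled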
M1 antag – human M1 muscarinic receptor antagonists, primary screen, CHO-K1 cells, Fluo-8 calcium fluorescence, 1536-well; Muscarinic acetylcholine receptor M1 (Homo sapiens), P11229; CHO-K1 hM1, ACh EC80 antagonist; inhibition, % at 3 µM; hit rate 1.3% among 360,000; AID 588852, 2011;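 active = percent inhibition above its own plate's cutoff, namely the mean of that plate's compound wells plus 3 SD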;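 also: peak over basal fluorescence ratio during 140 s after agonist addition; 0% = ACh EC80 plus DMSO and 100% = DMSO alone without agonist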
OXTR potentiate – human OXTR potentiators, primary screen, fluorescence, CHO-OTR cells, Fluo-8 calcium; activation, % at 3 µM; hit rate 0.061% among 320,000; Fluo-8 calcium fluorescence, potentiator mode; 0% = oxytocin EC15, 100% = EC100; Oxytocin receptor (Homo sapiens), P30559;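 active = activation above that plate's cutoff, the mean activation of tested compounds plus 3 SD, cut at about 6.6% in these data, passing the limit was not always enough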;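 also: 100% uses oxytocin at 75 nM as the full agonist control; some results filed as inactive read as strong as hits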
Target sequence (P30559 whole entry, looked up): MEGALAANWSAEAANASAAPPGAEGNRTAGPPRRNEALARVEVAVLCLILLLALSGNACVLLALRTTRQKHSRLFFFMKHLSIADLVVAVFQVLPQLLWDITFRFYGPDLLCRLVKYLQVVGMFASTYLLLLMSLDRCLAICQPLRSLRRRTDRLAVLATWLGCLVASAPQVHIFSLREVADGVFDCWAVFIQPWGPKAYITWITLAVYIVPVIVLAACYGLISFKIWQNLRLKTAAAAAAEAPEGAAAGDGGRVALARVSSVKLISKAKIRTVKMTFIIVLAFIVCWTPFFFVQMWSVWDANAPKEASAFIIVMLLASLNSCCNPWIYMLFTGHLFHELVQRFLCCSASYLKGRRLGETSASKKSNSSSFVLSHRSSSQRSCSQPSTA
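System: human OTR in CHO cells / Also added: sub-maximal oxytocin, roughly EC15 / Control set: EC15 oxytocin low, 75 nM oxytocin high / Schedule: 6 min compound pre-incubation at room temperature, 100 s kinetic read / Compound: single-point 3.0 µM / Replication: singlicate / Technique: Fluo-8 calcium dye fluorescence / Read-out basis: % activation of max/min ratio relative to oxytocin controls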
CHRM1 PAM – human M1 muscarinic receptor positive allosteric modulators, primary screen, CHO-K1 cells, Fluo-8 calcium fluorescence, 1536-well; Muscarinic acetylcholine receptor M1 (Homo sapiens), P11229; activation, % at 3 µM; hit rate 0.088% among 360,000; CHO-K1 hM1, ACh EC20; 0% = ACh EC20, 100% = maximal ACh; in the data active = activation above about 19%, passing the limit was not always enough
OXTR agonist – human OXTR agonists, primary screen, fluorescence, CHO-OTR cells, Fluo-8 calcium; Oxytocin receptor (Homo sapiens), P30559; Fluo-8 calcium fluorescence; normalized: DMSO 0%, oxytocin 100%; activation, % at 3 µM; hit rate 0.32% among 320,000; AID 2435, 2010;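 active = activation above the mean of all tested compounds plus 3 SD, cutoff set per screening run, cut at about 20% in these data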;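 also: peak over basal fluorescence ratio from a 100 s FLIPR kinetic read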
M1 ag – human M1 muscarinic receptor agonists, primary screen, Fluo-8 calcium fluorescence, CHO-K1 cells, HTS; Muscarinic acetylcholine receptor M1 (Homo sapiens), P11229; CHO-K1 hM1, agonist mode; 0% DMSO, 100% acetylcholine EC100; activation, % at 3 µM; hit rate 0.33% among 360,000;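 active = activation above the run's mean compound activation plus 3 SD, cut at about 16% in these data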;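 also: peak over basal fluorescence ratio within a 140 s kinetic read after compound addition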
CHO parental Ca – ATP-evoked calcium signal inhibitors, parental CHO, primary screen, counter-screen for OX1R antagonist project, cell-based, fluorescence, Fluo-8 calcium dye | inhibition, % at 5.6 µM | AID 463079, 2010 | parental CHO-K1, ATP-induced calcium, Fluo-8 fluorescence | hit rate 0.63% among 330,000;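 active = inhibition above that plate's mean sample inhibition plus 3 SD, cut at about 26% in these data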;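 also: 0% = ATP-challenged DMSO wells and 100% = DMSO wells without ATP; some compounds past the cut are filed as inactive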
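Test system: untransfected parental CHO cell line; also added: ATP stimulus; dosing: 5.6 µM, single dose; signal: calcium-sensitive Fluo-8 fluorescence; measure: percent inhibition of ATP-evoked calcium rise, normalized to controls; benchmarks: low control ATP plus DMSO, high control DMSO only; replication: one well per compound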
Numbers without * were called inactive.

`Cc1ccccc1NC(=O)c1ccccc1` gave TAAR1 antagonist -9, V1R ag counter -1.2, TAAR1 agonist 0, M1 antag 2, OXTR potentiate -4, CHRM1 PAM 3, OXTR agonist 0.2, M1 ag -3 and CHO parental Ca 0.
CN(Cc1nccs1)C(=O)C1CCC(=O)N(CCc2ccc(Cl)cc2)C1 (stereo not drawn) was read as TAAR1 antagonist -21, V1R ag counter 1.2, TAAR1 agonist 1, M1 antag -6, OXTR potentiate -3, CHRM1 PAM 5, OXTR agonist 1.1, M1 ag -2 and CHO parental Ca -8.
Screening Cc1cccc(NS(=O)(=O)c2cc([N+](=O)[O-])ccc2C)n1 returned TAAR1 antagonist -5, V1R ag counter 0.6, TAAR1 agonist 1, M1 antag -8, OXTR potentiate -15, CHRM1 PAM 8, OXTR agonist 0.6, M1 ag -2 and CHO parental Ca 5.
For Cc1cc(C)c(NC(=O)C2=CCN(S(=O)(=O)c3ccc(F)cc3)CC2)c(C)c1 the results were TAAR1 antagonist -33, V1R ag counter 1.6, TAAR1 agonist 1, M1 antag -11, OXTR potentiate -3, CHRM1 PAM 5, OXTR agonist -0.2, M1 ag -3 and CHO parental Ca -11.
For COCCCNC(=O)CSc1nc2cc3c(cc2c(=O)n1CCCC(=O)NCc1ccc(OC)cc1)OCO3 the results were TAAR1 antagonist -19, V1R ag counter 0.5, TAAR1 agonist -1, M1 antag -8, OXTR potentiate -1, CHRM1 PAM 10, OXTR agonist -2.1, M1 ag -6 and CHO parental Ca -16.
C/C(=N/N=C1\SCC(=O)N1c1ccccc1)c1ccc(C)cc1 was read as TAAR1 antagonist -3, V1R ag counter 1.1, TAAR1 agonist -1, M1 antag -8, OXTR potentiate 0, CHRM1 PAM 10, OXTR agonist 0.3, M1 ag -3 and CHO parental Ca -17.
For COc1ccc(CC(=O)Nc2ccc(-c3ccc4nnc(C)n4n3)cc2)cc1OC the results were TAAR1 antagonist 8, V1R ag counter 1.0, TAAR1 agonist 0, M1 antag -1, OXTR potentiate -8, CHRM1 PAM 1, OXTR agonist -0.1, M1 ag 0 and CHO parental Ca -6.
Screening Cc1ccc(N2C(=O)CC(C)(C)CC2=O)cc1Cl returned TAAR1 antagonist -19, V1R ag counter -1.4, TAAR1 agonist 12, M1 antag -8, OXTR potentiate 0, CHRM1 PAM 8, OXTR agonist -0.5, M1 ag -1 and CHO parental Ca -11.
For COc1ccc(Cc2nnc(NC(=O)c3ccc(OC)c(OC)c3)s2)cc1OC the results were TAAR1 antagonist -13, V1R ag counter 3.3, TAAR1 agonist 1, M1 antag -16, OXTR potentiate -11, CHRM1 PAM 13, OXTR agonist 9.9, M1 ag -2 and CHO parental Ca -22.
Screening COc1ccc(S(=O)(=O)n2nc(C)c(S(=O)(=O)N3CCOCC3)c2C)cc1 returned TAAR1 antagonist -11, V1R ag counter 0.2, TAAR1 agonist 1, M1 antag -6, OXTR potentiate -9, CHRM1 PAM -1, OXTR agonist 0.7, M1 ag 0 and CHO parental Ca -4.
Screening C/C(=N\NC(=O)c1ccc(NS(=O)(=O)c2cccs2)cc1)c1ccc(O)cc1O returned TAAR1 antagonist -15, V1R ag counter 0.1, TAAR1 agonist 0, M1 antag -14, OXTR potentiate 0, CHRM1 PAM 8, OXTR agonist 0.1, M1 ag -4 and CHO parental Ca -16.
O=C(Nc1ccccc1C(=O)O)c1cccc(N2C(=O)c3ccccc3C2=O)c1 was read as TAAR1 antagonist -15, V1R ag counter -0.7, TAAR1 agonist 3, M1 antag -8, OXTR potentiate 2, CHRM1 PAM 7, OXTR agonist -0.4, M1 ag -1 and CHO parental Ca -1.
Cc1ccc(S(=O)(=O)N(C)CC(=O)N2CCN(C(=O)c3ccco3)CC2)cc1 was read as TAAR1 antagonist 0, V1R ag counter 1.3, TAAR1 agonist 1, M1 antag -5, OXTR potentiate -8, CHRM1 PAM 10, OXTR agonist -0.5, M1 ag -5 and CHO parental Ca -10.
O=C(Nc1ccc2c(c1)COC2=O)c1ccc(Cl)c(Cl)c1 was read as TAAR1 antagonist -16, V1R ag counter 2.9, TAAR1 agonist 5, M1 antag 9, OXTR potentiate -11, CHRM1 PAM -2, OXTR agonist 2.4, M1 ag -1 and CHO parental Ca 4.
`COc1ccc(Cc2nc(-c3ccncc3)no2)cc1` gave TAAR1 antagonist 21, V1R ag counter 3.7, TAAR1 agonist 2, M1 antag -6, OXTR potentiate -5, CHRM1 PAM 3, OXTR agonist 0.3, M1 ag -6 and CHO parental Ca 0.
CC1SC(C)C(=O)N(CC(=O)NCc2ccc(F)cc2)C1=O (stereo not drawn) was read as TAAR1 antagonist 2, V1R ag counter -0.1, TAAR1 agonist 5, M1 antag 1, OXTR potentiate -5, CHRM1 PAM -8, OXTR agonist -0.1, M1 ag -4 and CHO parental Ca -8.
For Cc1ccc(S(=O)(=O)Nc2ccccc2C(=O)N2CCCCC2C)c(C)c1NS(C)(=O)=O (stereo not drawn) the results were TAAR1 antagonist -11, V1R ag counter 1.2, TAAR1 agonist 17, M1 antag -5, OXTR potentiate -9, CHRM1 PAM 8, OXTR agonist 0.1, M1 ag -5 and CHO parental Ca -15.
For Cc1ccc(C)c(OCC(=O)Nc2ccc(S(=O)(=O)Nc3onc(C)c3C)cc2)c1 the results were TAAR1 antagonist -15, V1R ag counter -0.6, TAAR1 agonist 3, M1 antag 3, OXTR potentiate -11, CHRM1 PAM -1, OXTR agonist -0.4, M1 ag -4 and CHO parental Ca -6.
For Cn1c(N2CCC(C(N)=O)CC2)nc2c1c(=O)n(Cc1cccc(Br)c1)c(=O)n2C the results were TAAR1 antagonist -9, V1R ag counter 5.0, TAAR1 agonist 7, M1 antag -14, OXTR potentiate 4, CHRM1 PAM 11, OXTR agonist 3.1, M1 ag -1 and CHO parental Ca -12.
`COc1cc(CC(=O)OCC(=O)c2ccc[nH]2)cc(OC)c1OC` gave TAAR1 antagonist -3, V1R ag counter 1.8, TAAR1 agonist 2, M1 antag -2, OXTR potentiate -1, CHRM1 PAM 3, OXTR agonist 1.8, M1 ag -4 and CHO parental Ca -6.
For Cc1ccc(CNC(=O)CCS(=O)(=O)c2ccc(Br)cc2)cc1 the results were TAAR1 antagonist 3, TAAR1 agonist -1, M1 antag -20, CHRM1 PAM -1 and M1 ag -7.
Screening COc1ccc(C2CC(c3ccc4ccccc4c3)=NN2C(=O)CNC2CCCCC2)cc1 (stereo not drawn) returned TAAR1 antagonist 12, V1R ag counter 6.2, TAAR1 agonist 32, M1 antag 0, OXTR potentiate -25, CHRM1 PAM 5, OXTR agonist 6.6, M1 ag -3 and CHO parental Ca 12.
`COc1ccc(NC(=O)Cc2nnc(SCC(=O)c3ccccc3)n2C)cc1` gave TAAR1 antagonist -5, V1R ag counter -0.1, TAAR1 agonist 12, M1 antag -11, OXTR potentiate 0, CHRM1 PAM 13, OXTR agonist 0.3, M1 ag -2 and CHO parental Ca -6.
`CCC(=O)N(Cc1cc2cc(C)c(C)cc2[nH]c1=O)C1CCCCC1` gave TAAR1 antagonist 12, V1R ag counter 2.9, TAAR1 agonist 24, M1 antag -8, OXTR potentiate -26, CHRM1 PAM 7, OXTR agonist 0.4, M1 ag 0 and CHO parental Ca -39.
`CC(=O)NC(NC(=S)Nc1ccc(N=Nc2ccccc2)cc1)C(Cl)(Cl)Cl` (stereo not drawn) gave TAAR1 antagonist 13, V1R ag counter 9.1, TAAR1 agonist 19, M1 antag 6, OXTR potentiate -22, CHRM1 PAM 6, OXTR agonist 11, M1 ag 6 and CHO parental Ca 23.
For CCOC(=O)CC(=O)Nc1ccccc1C(=O)O the results were TAAR1 antagonist 6, V1R ag counter 0.6, TAAR1 agonist 6, M1 antag -4, OXTR potentiate 0, CHRM1 PAM 3, OXTR agonist 0.6, M1 ag -2 and CHO parental Ca -5.
For CCOc1ccc2nc(SCC(=O)Nc3cc4c(cc3C(C)=O)OCO4)[nH]c2c1 the results were TAAR1 antagonist 14, V1R ag counter -1.2, TAAR1 agonist -1, M1 antag -19, OXTR potentiate -6, CHRM1 PAM 8, OXTR agonist -1.6, M1 ag -4 and CHO parental Ca -12.
Screening Cc1cccc(C(=O)N/N=C/c2ccoc2)c1 returned TAAR1 antagonist -16, V1R ag counter -0.1, TAAR1 agonist -1, M1 antag 4, OXTR potentiate -2, CHRM1 PAM -4, OXTR agonist 0.3, M1 ag -2 and CHO parental Ca 4.
`Cc1occc1-c1nnc(SCC(=O)Nc2ccccc2-c2ccccc2)n1C` gave TAAR1 antagonist 7, V1R ag counter 4.2, TAAR1 agonist 7, M1 antag 4, OXTR potentiate -12, CHRM1 PAM 4, OXTR agonist 3.2, M1 ag -2 and CHO parental Ca -8.
`O=C(c1n[nH]c2c1CCC2)N1CCCC(Nc2cccc(F)c2)C1` (stereo not drawn) gave TAAR1 antagonist -19, V1R ag counter 3.1, TAAR1 agonist 5, M1 antag 16, OXTR potentiate -12, CHRM1 PAM -5, OXTR agonist 0.2, M1 ag 4 and CHO parental Ca -12.

For reference, 2 of the compounds above:
`Cc1occc1-c1nnc(SCC(=O)Nc2ccccc2-c2ccccc2)n1C` gave TAAR1 antagonist 7, V1R ag counter 4.2, TAAR1 agonist 7, M1 antag 4, OXTR potentiate -12, CHRM1 PAM 4, OXTR agonist 3.2, M1 ag -2 and CHO parental Ca -8.
`O=C(c1n[nH]c2c1CCC2)N1CCCC(Nc2cccc(F)c2)C1` (stereo not drawn) gave TAAR1 antagonist -19, V1R ag counter 3.1, TAAR1 agonist 5, M1 antag 16, OXTR potentiate -12, CHRM1 PAM -5, OXTR agonist 0.2, M1 ag 4 and CHO parental Ca -12.
